Source: PubChem BioAssay (National Center for Advancing Translational Sciences (NCATS))
Tb PFK block: qHTS Assay to Find Inhibitors of T. brucei phosphofructokinase. 0.17% of 330,000 active. T. brucei PFK, ADP-Glo luminescence. Potency, µM (doses to about 57.5 µM), for the others: at the highest dose activity, negative = inhibition, hits mostly inhibitors. ATP-dependent 6-phosphofructokinase (Trypanosoma brucei brucei), O15648;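 note: potency is the fitted concentration of half-maximal effect; 0% = uninhibited 1x PFK enzyme wells and -100% = no-enzyme wells; nearly all actives have a fitted effect of over 60% in size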
Target sequence (O15648 whole entry, looked up): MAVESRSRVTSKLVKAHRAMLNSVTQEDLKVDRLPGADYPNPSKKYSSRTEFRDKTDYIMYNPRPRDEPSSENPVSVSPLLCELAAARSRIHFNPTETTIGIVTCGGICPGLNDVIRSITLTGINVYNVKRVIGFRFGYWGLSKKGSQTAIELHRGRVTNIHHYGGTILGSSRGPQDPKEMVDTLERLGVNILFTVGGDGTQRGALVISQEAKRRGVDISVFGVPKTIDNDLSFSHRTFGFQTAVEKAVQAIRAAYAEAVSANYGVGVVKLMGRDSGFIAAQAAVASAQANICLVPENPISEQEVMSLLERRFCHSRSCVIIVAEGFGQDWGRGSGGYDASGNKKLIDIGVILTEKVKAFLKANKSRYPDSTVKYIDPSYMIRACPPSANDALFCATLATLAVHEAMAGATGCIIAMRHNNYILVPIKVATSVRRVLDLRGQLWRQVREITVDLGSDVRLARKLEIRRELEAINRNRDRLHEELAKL
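1.25 nM PFK with 0.5 mM F6P and 0.1 mM ATP in 0.1 M TEA pH 8.0, 5 mM MgCl2, incubated 45 min at room temperature; ADP measured by ADP-Glo luminescence; compounds titrated up to 57 uM.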
ELG1 repair inh: qHTS screen for small molecules that inhibit ELG1-dependent DNA repair in human embryonic kidney (HEK293T) cells expressing luciferase-tagged ELG1; HEK293T ELG1-luciferase reporter, luminescence, 16 h; DNA damage induced by 5-fluorouridine; Potency, µM (series often up to 46.1 µM), for inactives: at the highest dose activity change, negative = inhibition, most hits filed as inhibitors; 2.3% of 330,000 active; AID 504467, 2011; note: potency is the fitted concentration of half-maximal effect; % is set by controls: 0 for no effect and ±100 for the full control effect; nearly all actives have a fitted effect of over 55% in size
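Quantitative HTS, concentration-response format. 2,000 cells/well co-treated with 5-fluorouridine and compound, 16 hr in 5% CO2 at 37 °C; ONE-Glo luminescence read after 30 min.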
TCR act: Activators of T cell receptors: qHTS campaign; primary human leukocytes, anti-CD3, IL-2 HTRF, 48 h; Potency, µM (series often up to 9.22 µM), for inactives: top-dose activation of IL-2 secretion, actives largely listed as activators; 330,000 tested, under 10 active; note: % of control where 0% means no effect
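Primary human leukocytes incubated 48 hr with anti-CD3 beads plus compound, without co-stimulation. Secreted IL-2 measured by HTRF (europium cryptate/d2 anti-IL-2 pair, 320 nm excitation, 665 nm emission).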
Eya2 phos inh: qHTS Assay for Inhibitors of the Phosphatase Activity of Eya2. recombinant Eya2, OMFP fluorescence dephosphorylation (OMFP is methylfluorescein phosphate). Potency, µM (series often up to 76.9 µM), without a hit: at the highest dose activity, negative = inhibition, most hits filed as inhibitors. 0.006% of 330,000 active; note: potency is the fitted concentration of half-maximal effect; % is set by controls: 0 for no effect and ±100 for the full control effect
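Eya2 protein (added as 0.2 uM solution) was preincubated with compound for 10 min at ambient temperature in 50 mM HEPES pH 7.5, 50 mM NaCl, 5 uM MgCl2, 0.05% BSA, 1 mM DTT. OMFP (added at 50 uM) then reacted 10 min; fluorescence read at 485/525 nm.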
Mito fusion yeast: qHTS Assay for Small Molecule Inhibitors of Mitochondrial Division or Activators of Mitochondrial Fusion | S. cerevisiae fusion-defective mutant growth rescue, CellTiterGlo 48 h | Potency, µM (series often up to 46.1 µM), for the others: top-dose growth rescue (activation), most hits filed as activators | 0.23% of 320,000 active;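 note: potency is the fitted concentration of half-maximal effect; % of control where 0% means no effect; nearly all actives have a fitted effect of over 45% in size; temperature-sensitive fusion mutants such as fzo1-1 at 37 °C on non-fermentable ethanol glycerol medium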
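Temperature-sensitive fusion-defective S. cerevisiae (e.g. fzo1-1, mgm1-5) were grown with compound in YPEG medium (3% ethanol, 3% glycerol) for 48 hours at 37C. Growth rescue was measured as viability by CellTiterGlo luminescence after 10 minutes at ambient.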
PTAP TSG101 blk: qHTS Assay for Iinhibitors of HIV-1 Budding by Blocking the Interaction of PTAP/TSG101 | Fluorescence polarization, FITC-PTAP peptide / Tsg101 binding | Potency, µM (highest dose often 115 µM), for the others: top-dose activity change, negative = inhibition, most hits filed as inhibitors | 340,000 tested, under 10 active | Tumor susceptibility gene 101 protein (Homo sapiens), Q99816; active = well fitted inhibition curve with a large enough effect in the main read-out, with a control signal flat, not every such curve was filed as active; inconclusive = small, poorly fitted or top-dose-only effect, or effect the other way, or a change in a side signal; inactive = no such curve, though single readings can be large or run the other way; note: potency is the fitted concentration of half-maximal effect; % of control where 0% means no effect
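Steps: Tsg101 binding domain dispensed (10 uM final), compounds pinned in DMSO, FITC-labeled PTAP-motif peptide added (50 nM final); after 20 min binding at room temperature, polarization measured.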
Chronic BCR inh: qHTS Assay to Find Inhibitors of Chronic Active B-Cell Receptor Signaling; ABC-DLBCL IkBa-CBG/CBR reporter, luminescence ratio, 4 h; AID 493014, 2011; 0.05% of 340,000 active; Potency, µM (series often up to 46.1 µM), for the others: at the top dose ratio change, negative = lower green/red ratio, most hits filed as inhibitors; active = well fitted inhibition curve with a large enough effect in the signal ratio, with a control signal flat, not every such curve was filed as active; inconclusive = small, poorly fitted or top-dose-only effect, or effect the other way, or a change in a side signal; the % refers to the signal ratio;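 note: potency is the fitted concentration of half-maximal effect; plate controls were basal doxycycline-induced cells for no effect and cells given 10 µM MG132 for full effect; MG132 reads +100%, hits lower the ratio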
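TMD8 ABC-DLBCL cells carrying doxycycline-inducible green luciferase fused to IkappaBalpha plus unfused red luciferase were exposed to compounds (up to 46 uM) for 4 hrs at 37C. Activity came from the overlap-corrected green/red luminescence ratio.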
B2AR arrestin: qHTS assay of beta-arrestin-biased ligands of beta2-adrenergic receptor; Beta-2 adrenergic receptor (Homo sapiens), P07550; beta-arrestin recruitment to beta2AR, cell-based reporter; Potency, µM (top dose mostly 46.1 µM), without a hit: at the highest dose activation, most hits filed as activators; 0.02% of 330,000 active; AID 492947, 2010;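 note: potency is the fitted concentration of half-maximal effect; 0% = DMSO controls and full agonism = EC100 isoproterenol or metaproterenol; nearly all actives have a fitted effect of over 65% in size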
uPA generation: qHTS for Inhibitors of Cell Surface uPA Generation; 0.31% of 330,000 active; AID 540303, 2011; cell surface uPA generation assay, qHTS; Potency, µM (doses to about 38.3 µM), for the others: at the highest dose activity change, negative = inhibition, hits mostly inhibitors; active = well fitted inhibition curve with a large enough effect; inconclusive = small, poorly fitted or top-dose-only effect; inactive = no such curve, though single readings can be large or run the other way; tested in mouse RAW 264.7 cells; note: potency is the fitted concentration of half-maximal effect; % is set by controls: 0 for no effect and ±100 for the full control effect; nearly all actives have a fitted effect of over 55% in size
USP2a inh: qHTS Assay for Inhibitors of Ubiquitin-specific Protease USP2a Using CHOP2 as the Reporter | Ubiquitin carboxyl-terminal hydrolase 2 (Homo sapiens), O75604 | USP2 core, Ub-CHOP2 coupled fluorogenic reporter, 485/531 | Potency, µM (top dose mostly 38.3 µM), for the others: top-dose activity change, negative = inhibition, most hits filed as inhibitors | 0.01% of 330,000 active | AID 463254, 2010;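 note: potency is the fitted concentration of half-maximal effect; plate controls were DMSO wells for no effect and full inhibition by NEM control for full effect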
Target sequence (O75604 whole entry, looked up): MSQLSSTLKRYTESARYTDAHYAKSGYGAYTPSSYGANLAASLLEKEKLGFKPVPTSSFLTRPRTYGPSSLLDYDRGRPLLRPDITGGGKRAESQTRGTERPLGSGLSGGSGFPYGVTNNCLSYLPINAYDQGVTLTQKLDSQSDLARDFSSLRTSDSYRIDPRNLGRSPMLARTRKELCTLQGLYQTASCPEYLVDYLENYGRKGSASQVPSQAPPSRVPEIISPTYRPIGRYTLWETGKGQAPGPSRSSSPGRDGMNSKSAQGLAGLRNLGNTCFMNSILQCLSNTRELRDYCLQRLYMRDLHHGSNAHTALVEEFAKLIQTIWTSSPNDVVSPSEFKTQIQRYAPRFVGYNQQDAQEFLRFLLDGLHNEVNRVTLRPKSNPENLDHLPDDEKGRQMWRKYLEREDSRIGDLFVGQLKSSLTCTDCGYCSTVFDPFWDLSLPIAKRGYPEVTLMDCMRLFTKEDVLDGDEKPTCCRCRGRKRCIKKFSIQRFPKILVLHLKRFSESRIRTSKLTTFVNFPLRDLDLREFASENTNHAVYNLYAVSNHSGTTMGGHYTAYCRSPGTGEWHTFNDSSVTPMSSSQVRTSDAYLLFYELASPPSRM
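Cell-free coupled assay: 10nM USP2 core preincubated 30min RT with compound in Tris-HCl pH 8.0/CaCl2/CHAPS buffer, then 25nM Ub-CHOP2 and 25nM reporter substrate; fluorescence (Ex 485/Em 531) read after 60min RT, normalized to NEM inhibition, concentration-response curves fitted.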
TSHR antagonist: Antagonists of the Thyroid Stimulating Hormone Receptor: HTS campaign | 0.2% of 330,000 active | TSHR-expressing cells, TSH-stimulated cAMP HTRF, 2 h; hits give low values | activity change, negative = inhibition, % at 11.5 µM | Thyrotropin receptor (Homo sapiens), P16473;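 active = activity change below a set negative limit, meaning inhibition stronger than a set level, cut at about -70% in these data; inconclusive = activity change between two set negative limits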; note: % is set by controls: 0 for no effect and ±100 for the full control effect
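TSHR-expressing cells were treated with compounds, then stimulated with TSH at EC80 (4nM final) for 2 hours at 37 deg C. Cellular cAMP was measured by HTRF competition between lysate cAMP and cAMP-d2 for a cryptate-labelled anti-cAMP antibody.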
Starred values were filed as active, the others as inactive; ? = inconclusive; . = no result given; & = joins results of further samples; [ ] = remark or other dose. Unless noted, calls come from the whole dose curve; as a rule, active = well fitted curve in the direction sought with a large enough effect; inconclusive = small, poorly fitted or top-dose-only effect, or another doubt; inactive = no such curve, though single readings can be large; an effect the other way counts as inactive or inconclusive.

SMILES	Tb PFK block	ELG1 repair inh	TCR act	Eya2 phos inh	Mito fusion yeast	PTAP TSG101 blk	Chronic BCR inh	B2AR arrestin	uPA generation	USP2a inh	TSHR antagonist
CN(C)c1cc[n+](Cc2c(Cl)cccc2Cl)cc1	-2%	10%	-1%[46.1 µM]	0%	5%	-1%	-2%	0.9%	-6%	0%	-12
CC(=O)Nc1c(C(=O)N2CCCCCC2)cnn1-c1ccccc1Cl	0%	8%	-5%[46.1 µM]	-5%	7%	-2%	-4%	-0.4%	.	2%	14
Cc1ccc2nc(-c3ccccc3O)c(Nc3ccc4c(c3)OCCO4)n2c1	-4%	-24%	1%	-5%	23%	-3%	?	-0.2%	4%	3%	8
CCSc1nsc(NC(=O)Nc2cccc(C(C)=O)c2)n1	2%	?	-1%	2%	7%	-4%	?	-0.6%	8%	-1%	-8
O=C(Nn1c(-c2ccc(F)cc2)nc2ccccc2c1=O)C1CCCCC1	-3%	?	-86%	-3%	-1%	-4%	6%	0.0%	3%	2%	12
CC(NC(=O)CCC(=O)NC(C)C1COc2ccccc2O1)C1COc2ccccc2O1 (configuration not stated)	1%	-30%	-3%	5%	0%	1%	-1%	0.3%	2%	0%	-10
O=C(COc1ccc(F)cc1)Nc1nnc(C2CCCCC2)s1	0%	?	.	-3%	2%	2%	5%	-0.6%	3%	2%	1
CCOC(=O)COc1cccc2c(=O)n(CC(=O)NCCc3ccccc3)ccc12	0%	3%	-5%	3%	0%	0%	-1%	-0.6%	-3%	-2%	3
CC(=O)N1CCOc2cc(S(=O)(=O)N3CCN(c4ccccc4)CC3)c(Cl)cc21	2%	-4%	-3%	4%	3%	-5%	3%	0.1%	8%	3%	-3
CCN(c1ccccc1)S(=O)(=O)c1ccc(Cl)c(NC(=O)COC(=O)C2CC2C)c1 (configuration not stated)	-1%	4%	0%	-8%	8%	-1%	0%	-0.1%	0%	-2%	-20
Cc1ccc(NC(=O)CCn2c(=O)c3cccn3c3ccccc32)c(C)c1	2%	-10%	-3%	15%	-3%	3%	1%	0.0%	-4%	1%	-5
C=CCNC(=O)COc1coc(CN2CCN(C(=O)c3ccco3)CC2)cc1=O	-1%	20%	-3%	-7%	1%	-1%	1%	-0.1%	0%	1%	-2
CC(=C1C(=O)c2ccccc2C1=O)N1CCN(c2ccc(F)cc2)CC1	-9%	-5%	-1%	6%	-5%	-9%	?	0.1%	-2%	2%	-7
COCCn1c(SCC(=O)N2CCCCC2)nc2c([nH]c3ccccc32)c1=O	-14%	16µM*	0%	-6%	2%	0%	4%	6.3%	-1%	0%	25
COc1ccc(CC(=O)N(CC2CCCO2)c2nc3ccccc3s2)cc1 (configuration not stated)	-6%	?	-7%[46.1 µM]	0%	0%	-3%	8%	-0.5%	2%	3%	5
Cc1ccc([N+](=O)[O-])cc1-c1ccc(/C=N\n2nnnc2N)o1	-2%	2%	-3%[46.1 µM]	-7%	2%	0%	?	-0.4%	-9%	1%	4
C/C(=N\Nc1nc(C)cc(-c2ccccc2)n1)c1cccc(N)c1	1%	?	.	6%	-15%	-3%	?	0.0%	10µM*	-3%	12
C=CCn1c(SCC(=O)c2ccc(NS(=O)(=O)c3ccccc3)cc2)nnc1-c1cccs1	-13%	-29%	1%	-10%	4%	-5%	-23%	0.0%	.	1%	-12
O=C(c1ccc2c3c(cccc13)CC2)C1CCCN(Cc2ccc(OCCO)cc2)C1 (configuration not stated)	0%	-18%	5%	13%	-6%	-3%	?	0.4%	?	-4%	12
CCN(CC)C(=O)CSc1nc2sc3c(c2c(=O)n1CCOC)CCC3	2%	?	-1%	-4%	1%	-1%	9%	0.2%	-6%	1%	25
CSCCC(NC(=O)c1ccccc1)C(=O)NC1CCCC1 (configuration not stated)	3%	?	0%	-19%	-5%	-7%	3%	-0.1%	7%	1%	-8
CNc1c(NS(=O)(=O)c2cc(OC)ccc2OC)c(=O)oc2ccccc12	-6%	-2%	-3%	-7%	-21%	-5%	-17%	0.0%	-2%	-1%	30
CCCn1nnc(NC(=S)NC(=O)CC)n1	-3%	4%	6%	-16%	-4%	-1%	?	0.2%	5%	2%	1
Cc1cccc2c(N=Nc3ccc(S(=O)(=O)Nc4ccc(Cl)cc4)cc3[N+](=O)[O-])c(O)[nH]c12	7%	-11%	2%	1%	-2%	-4%	?	0.0%	2%	-2%	-13
CC(=O)Nc1ccc(NS(=O)(=O)Cc2ccccc2)cc1	1%	0%	-48%	8%	1%	-8%	2%	-2.9%	1%	2%	1

Of the compounds above, these have an aryl thioether with sulfur outside any ring:
SMILES	Tb PFK block	ELG1 repair inh	TCR act	Eya2 phos inh	Mito fusion yeast	PTAP TSG101 blk	Chronic BCR inh	B2AR arrestin	uPA generation	USP2a inh	TSHR antagonist
CCSc1nsc(NC(=O)Nc2cccc(C(C)=O)c2)n1	2%	?	-1%	2%	7%	-4%	?	-0.6%	8%	-1%	-8
COCCn1c(SCC(=O)N2CCCCC2)nc2c([nH]c3ccccc32)c1=O	-14%	16µM*	0%	-6%	2%	0%	4%	6.3%	-1%	0%	25
C=CCn1c(SCC(=O)c2ccc(NS(=O)(=O)c3ccccc3)cc2)nnc1-c1cccs1	-13%	-29%	1%	-10%	4%	-5%	-23%	0.0%	.	1%	-12
CCN(CC)C(=O)CSc1nc2sc3c(c2c(=O)n1CCOC)CCC3	2%	?	-1%	-4%	1%	-1%	9%	0.2%	-6%	1%	25

Carrying on.
SMILES	Tb PFK block	ELG1 repair inh	TCR act	Eya2 phos inh	Mito fusion yeast	PTAP TSG101 blk	Chronic BCR inh	B2AR arrestin	uPA generation	USP2a inh	TSHR antagonist
CSc1ccccc1NC(=O)c1cc2c(=O)n3ccccc3nc2s1	1%	?	2%	14%	2%	-5%	?	-0.4%	-1%	4%	5
CC(C)CC(=O)N1CC(=O)Nc2ccc(F)cc2C1c1ccccc1 (configuration not stated)	-4%	-7%	3%	7%	-1%	-8%	9%	-1.3%	1%	3%	-4
Cc1cs/c(=N/C(=S)Nc2ccccc2)n1C	5%	?	1%[46.1 µM]	-12%	-9%	0%	?	0.2%	0%	5%	-26
CCn1ccnc1CC1COc2ccccc2O1 (configuration not stated)	-1%	15%	6%	3%&5%	-10%&-7%	-3%	3%	0.0%	-1%	4%	-9&19
Cc1ccc(C)c(-n2c(-c3ccc4c(c3)OCO4)n[nH]c2=S)c1	-14%	1%	-5%	-21%	3%	1%	1%	0.2%	.	-4%	4
CC(CCc1ccccc1)C(=O)NO (configuration not stated)	-2%	11%	-4%	18%	1%	-5%	-1%	-0.9%	5%	-1%	-1
Cc1ccc(C(=O)N2CCN(c3ccc([N+](=O)[O-])c(NCc4ccco4)c3)CC2)cc1	-3%	-21%	3%	-6%	9%	-5%	5%	-0.2%	-5%	3%	-2
Cc1ccc2c(Cl)cc(Cl)c(OCC(=O)NC(C)(C)C)c2n1	0%	?	-1%	3%	-3%	-10%	-2%	0.0%	-10%	2%	-4
COc1ccc(/C=N/NC(=O)CNS(=O)(=O)c2ccc(C)cc2)cc1	-3%	12%	5%	3%	-2%	-2%	?	-1.1%	4%	0%	-5
O=C(Nc1ccc2c(c1)CCC2)c1cnccn1	-1%	?	3%	-15%	-9%	-4%	9%	-0.3%	.	1%	10
